Screening data deposited in PubChem BioAssay by several laboratories.
ABCB6 inh MLPCN – blocks the human ABCB6 transporter; AID 602162; K562-ABCB6 porphyrin accumulation, flow cytometry, 1 h; hits give low values; fluorescence ratio to DMSO, % at 10 µM; 0.19% of 360,000 active; Q9NP58;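 active = fluorescence ratio to DMSO below 75%, the collection mean minus 3 SD; inconclusive = too few cells collected in the well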;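 also: signal is porphyrin accumulated inside mitochondria; 100% equals median channel fluorescence of DMSO control wells; lower ratio means ABCB6 inhibition with less porphyrin fluorescence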
NOD2-RIPK2 inh – inhibitors of human NOD2-RIPK2 interaction; AID 624267; 0.38% of 360,000 active; O43353; CHO BLA complementation NOD2-RIPK2, CCF4 ratio; inhibition, % at 4.98 µM; in the data active = inhibition above about 21%;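 also: 0% = vehicle only and 100% = reference blocker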
MC4R ag barr – activates human MC4R beta-arrestin recruitment; U2OS MC4R beta-arrestin complementation, luminescence; percent of melanotan II response, DMSO zero; activation, % at 8.9 µM; 0.98% of 360,000 active; AID 540308;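 active = activation above a per-plate cutoff, the mean activation of sample wells on that plate plus 3 SD, cut at about 8% in these data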
TLR9-MyD88 block – TLR9-MyD88 interaction inhibition; Q9NR96+Q99836; CHO BLA complementation TLR9-MyD88, CCF4 FRET ratio; inhibition, % at 4.98 µM; 0.21% of 340,000 active; AID 504734;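 active = inhibition above the mean over all tested compounds plus 3 SD, cut at about 21% in these data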;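 also: 0% = DMSO only wells and 100% = clavulanate BLA inhibitor control wells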
Target sequence (Q99836 whole entry, looked up): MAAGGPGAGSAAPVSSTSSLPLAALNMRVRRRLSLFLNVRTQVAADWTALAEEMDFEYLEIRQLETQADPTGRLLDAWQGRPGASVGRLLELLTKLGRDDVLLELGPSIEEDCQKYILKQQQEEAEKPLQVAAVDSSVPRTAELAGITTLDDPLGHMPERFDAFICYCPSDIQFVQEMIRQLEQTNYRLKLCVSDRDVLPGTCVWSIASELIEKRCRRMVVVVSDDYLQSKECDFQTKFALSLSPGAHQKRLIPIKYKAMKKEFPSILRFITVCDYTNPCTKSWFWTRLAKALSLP
Target sequence (Q9NR96 whole entry, looked up): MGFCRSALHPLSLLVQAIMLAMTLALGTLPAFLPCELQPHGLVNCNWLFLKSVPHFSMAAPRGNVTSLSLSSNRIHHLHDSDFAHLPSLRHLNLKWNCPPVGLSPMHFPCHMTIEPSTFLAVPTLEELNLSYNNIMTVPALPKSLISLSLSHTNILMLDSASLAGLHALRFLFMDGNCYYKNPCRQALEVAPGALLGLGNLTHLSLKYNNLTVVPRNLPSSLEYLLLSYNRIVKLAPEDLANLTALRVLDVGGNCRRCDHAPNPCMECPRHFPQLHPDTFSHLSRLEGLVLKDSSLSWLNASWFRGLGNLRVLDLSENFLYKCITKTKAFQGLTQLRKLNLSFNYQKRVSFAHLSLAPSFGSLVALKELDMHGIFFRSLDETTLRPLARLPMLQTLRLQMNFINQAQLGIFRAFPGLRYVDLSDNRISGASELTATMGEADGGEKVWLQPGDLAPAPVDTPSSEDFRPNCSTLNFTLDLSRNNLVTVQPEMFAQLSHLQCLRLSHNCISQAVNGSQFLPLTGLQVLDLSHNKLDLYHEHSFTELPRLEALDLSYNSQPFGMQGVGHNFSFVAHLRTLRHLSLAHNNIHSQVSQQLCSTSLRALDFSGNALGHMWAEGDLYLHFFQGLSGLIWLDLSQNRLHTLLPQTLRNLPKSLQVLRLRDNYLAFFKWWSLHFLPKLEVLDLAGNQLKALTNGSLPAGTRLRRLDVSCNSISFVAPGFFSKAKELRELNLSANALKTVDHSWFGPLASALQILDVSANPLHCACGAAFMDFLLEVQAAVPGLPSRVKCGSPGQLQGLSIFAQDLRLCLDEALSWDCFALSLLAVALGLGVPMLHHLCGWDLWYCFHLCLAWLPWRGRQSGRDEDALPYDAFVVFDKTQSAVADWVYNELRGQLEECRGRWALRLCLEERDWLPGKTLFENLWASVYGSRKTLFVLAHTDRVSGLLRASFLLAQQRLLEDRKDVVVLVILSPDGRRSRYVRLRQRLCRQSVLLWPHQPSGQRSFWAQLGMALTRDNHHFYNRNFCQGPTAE
Granule exo inh – lytic granule exocytosis inhibition | TALL-104 LAMP-1 surface exposure, flow cytometry; cells stimulated with thapsigargin and PMA | inhibition, % at 10 µM | 0.66% of 360,000 active | AID 651702;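 active = inhibition above about 55%, limit read from the data; inconclusive = no clear call, values can overlap the other calls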
ABHD5 PLIN5 PPI – ABHD5-PLIN5 protein interaction inhibition | 0.78% of 360,000 active | AID 602281 | Q00G26+Q8WTS1 | Split G. princeps luciferase complementation, luminescence, 4 h | inhibition, % at 4 µM;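 active = inhibition above the mean inhibition across every tested compound plus 3 SD, cut at about 22% in these data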;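 also: 0% = DMSO only wells and the 100% control is not disclosed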
aDG glyco act – increases alpha dystroglycan glycosylation; Pro5-aDG cells, alpha-DG glycosylation AlphaScreen (IIH6); 0% Pro5, 100% B10-LARGE cell signal; activation, % at 10 µM; 0.22% of 360,000 active;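 active = activation of at least 8% versus controls, or a plate z-score of at least 8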;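 also: Pro5 are CHO cells carrying HIG-tagged alpha-DG that lacks glycosylation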
N-glyco inh – N-linked glycosylation inhibition | D54 ERlucT glycosylation luciferase reporter, 24 h; percent of 100 nM tunicamycin response | reporter increase, % at 12.5 µM | 0.23% of 360,000 active | AID 588692;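 active = mean luciferase reporter signal, scaled so untreated is 0 and the glycosylation-blocking control 100, at or above a set limit in every replicate; inconclusive = mean reaches the limit but not every replicate does; inactive = mean below the limit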;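 also: luciferase carries N-glycosylation sites so blocking glycosylation raises the light; 0% = median of neutral control wells and 100% = median of 100 nM tunicamycin wells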
MC4R antag cAMP – blocks human MC4R cAMP signaling; MC4R-expressing cells, MTII-stimulated cAMP, LANCE TR-FRET; 0.48% of 360,000 active; inhibition, % at 6.5 µM;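 active = inhibition above its plate's cutoff, the mean of tested wells on that plate plus 3 SD, cut at about 29% in these data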;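 also: 0% = Melanotan II alone and 100% = Melanotan II plus saturating MCL0020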
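system = U2OS cells with stable human MC4R expression | also added = Melanotan II challenge after compound preincubation | dosing = one concentration, 6.5 µM nominal | incubation = compound 30 min, challenge 1 h, detection 1 h | measured by = TR-FRET with Eu-cAMP and labeled anti-cAMP, 671 nm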
Vif inh – blocks HIV Vif function; HEK293T cells, Vif self-association by quenched fluorescence, imaging, 24 h; inhibition, % at 7.49 µM; 0.35% of 340,000 active; AID 602346; in the data active = inhibition above about 50%, passing the limit was not always enough; inconclusive = no clear call, values can overlap the other calls; inactive = below about 31%; also: some results filed as inactive read as strong as hits
Numbers without * were called inactive; u = inconclusive; x = no result given. Some of the compounds tested (hit frequency here may not be typical).

SMILES	ABCB6 inh MLPCN	NOD2-RIPK2 inh	MC4R ag barr	TLR9-MyD88 block	Granule exo inh	ABHD5 PLIN5 PPI	aDG glyco act	N-glyco inh	MC4R antag cAMP	Vif inh
CC1=C(C)/C(=N\OC(=O)/C=C/c2ccccc2)C=CC1=O	104	2	0.5	-6	2	-2	-0.7	1	13	1
O=C(CSc1ncccn1)NCC1CCCO1 (configuration not stated)	87	-4	-1.5	1	-1	11	-0.2	2	7	-5
Cc1ccc(NC(=O)C2=CCN(S(=O)(=O)c3ccc(F)cc3)CC2)cc1	104	9	1.0	8	-4	-11	-0.2	-1	3	5
NCCCCCc1cn([C@@H](CCC(=O)O)C(=O)NCCCCCCCCCCC(=O)N2CCNCC2)nn1	100	-6	-1.5	-4	-9	1	0.1	2	1	11
CCCCCCCCCCCCCCCC[n+]1ccc(C(N)=O)cc1	98	-7	9.2*	1	-1	21	1.9	-12	22	-5
CCN(CC)S(=O)(=O)c1ccc(OC)c(NC(=O)c2ccc([N+](=O)[O-])cc2)c1	102	7	-1.3	3	-3	-2	0.0	-5	7	-3
Cc1cc(C)n2nc(C(=O)N/N=C/c3cccs3)nc2n1	103	-11	-0.9	-4	-4	-2	0.4	1	4	1
Cc1cccc(-n2c(SCC(=O)Nc3ncc(Cl)cc3Cl)nc3ccccc32)c1	99	-11	1.8	10	-3	-1	-0.1	-14	6	-2
O=C(c1ccncc1)N(c1ccc(N2CCOCC2)cc1)C(c1ccccc1)c1nc2ccccc2[nH]1 (configuration not stated)	100	-3	x	x	0	-4	-0.1	-1	x	x
CN1CCOCCOCCOCCN(C)C1=S	102	-8	2.1	1	-2	3	-0.3	-1	10	9
CCCC(=O)Nc1cc(C(=O)N(C)CC(OC)OC)ccc1S(=O)(=O)c1ccc(C)cc1	102	8	-2.5	-7	-5	0	0.1	-2	4	12
COc1ccc(-n2c(C)cc(C(=O)COC(=O)c3cc(NC(=O)c4cccs4)c(OC)c(OC)c3)c2C)cc1	85	6	-0.3	-1	2	0	-0.6	-3	2	-5
Cc1cc(C(=O)OCC(=O)c2ccc3c(c2)OCCO3)c(C)o1	105	-5	-2.3	6	-1	-4	0.0	-1	-2	x
Cc1ccc(C)c(OCc2cc(C(=O)N3CCN(C4CCCCC4)CC3)no2)c1	98	1	-1.1	-6	-2	1	0.3	-2	-3	u
Fc1ccccc1Nc1ncnc2c1nnn2Cc1ccccc1	105	-6	-0.4	-2	-7	8	0.0	0	16	x
CCS(=O)(=O)N1CCN(C(=O)COc2ccc(-c3ccccc3)cc2)CC1	103	-4	-2.1	-6	-2	3	0.1	-2	0	4
Cc1cc(NC(=O)Cn2nnc3sc4c(c3c2=O)CCCC4)no1	99	-4	-0.4	-10	2	9	-0.3	5	0	u
COc1cc(CCC(=O)Nc2ccc(C)c(S(=O)(=O)N(C)C)c2)cc(OC)c1OC	97	-6	-3.7	-2	0	-8	1.1	0	4	1
Nc1nccnc1C(=O)OCc1nc2sc3c(c2c(=O)[nH]1)CCCC3	101	-8	-2.0	1	-3	1	0.0	4	-3	4
CCCN1C2=C(C(=O)CCC2)C(c2ccc(O)c(Br)c2)C2=C1CCCC2=O	106	-2	-0.3	-4	1	4	-0.2	-3	1	9

Some of the entries so far, with values under each structure:
Each structure is followed by: ABCB6 inh MLPCN, NOD2-RIPK2 inh, MC4R ag barr, TLR9-MyD88 block, Granule exo inh, ABHD5 PLIN5 PPI, aDG glyco act, N-glyco inh, MC4R antag cAMP, Vif inh
> Cc1cc(C)n2nc(C(=O)N/N=C/c3cccs3)nc2n1
    103, -11, -0.9, -4, -4, -2, 0.4, 1, 4, 1
> Cc1cccc(-n2c(SCC(=O)Nc3ncc(Cl)cc3Cl)nc3ccccc32)c1
    99, -11, 1.8, 10, -3, -1, -0.1, -14, 6, -2
> O=C(c1ccncc1)N(c1ccc(N2CCOCC2)cc1)C(c1ccccc1)c1nc2ccccc2[nH]1 (configuration not stated)
    100, -3, x, x, 0, -4, -0.1, -1, x, x
> CN1CCOCCOCCOCCN(C)C1=S
    102, -8, 2.1, 1, -2, 3, -0.3, -1, 10, 9
> CCCC(=O)Nc1cc(C(=O)N(C)CC(OC)OC)ccc1S(=O)(=O)c1ccc(C)cc1
    102, 8, -2.5, -7, -5, 0, 0.1, -2, 4, 12
> COc1ccc(-n2c(C)cc(C(=O)COC(=O)c3cc(NC(=O)c4cccs4)c(OC)c(OC)c3)c2C)cc1
    85, 6, -0.3, -1, 2, 0, -0.6, -3, 2, -5
> Cc1cc(C(=O)OCC(=O)c2ccc3c(c2)OCCO3)c(C)o1
    105, -5, -2.3, 6, -1, -4, 0.0, -1, -2, x
> Cc1ccc(C)c(OCc2cc(C(=O)N3CCN(C4CCCCC4)CC3)no2)c1
    98, 1, -1.1, -6, -2, 1, 0.3, -2, -3, u
> Fc1ccccc1Nc1ncnc2c1nnn2Cc1ccccc1
    105, -6, -0.4, -2, -7, 8, 0.0, 0, 16, x
> CCS(=O)(=O)N1CCN(C(=O)COc2ccc(-c3ccccc3)cc2)CC1
    103, -4, -2.1, -6, -2, 3, 0.1, -2, 0, 4
> Cc1cc(NC(=O)Cn2nnc3sc4c(c3c2=O)CCCC4)no1
    99, -4, -0.4, -10, 2, 9, -0.3, 5, 0, u
> COc1cc(CCC(=O)Nc2ccc(C)c(S(=O)(=O)N(C)C)c2)cc(OC)c1OC
    97, -6, -3.7, -2, 0, -8, 1.1, 0, 4, 1
> Nc1nccnc1C(=O)OCc1nc2sc3c(c2c(=O)[nH]1)CCCC3
    101, -8, -2.0, 1, -3, 1, 0.0, 4, -3, 4
> CCCN1C2=C(C(=O)CCC2)C(c2ccc(O)c(Br)c2)C2=C1CCCC2=O
    106, -2, -0.3, -4, 1, 4, -0.2, -3, 1, 9

Next section
SMILES	ABCB6 inh MLPCN	NOD2-RIPK2 inh	MC4R ag barr	TLR9-MyD88 block	Granule exo inh	ABHD5 PLIN5 PPI	aDG glyco act	N-glyco inh	MC4R antag cAMP	Vif inh
O=C(O)c1cccc(S(=O)(=O)Nc2ccc(-c3ccccc3)cc2)c1	98	-6	-2.4	-1	-2	0	0.0	1	10	-4
c1ccc(C2OC3c4cccc5cccc(c45)C3N2c2ccccc2)cc1 (configuration not stated)	100	5	1.4	0	2	-14	-0.1	4	5	-4
O=C(NCc1ccc(F)cc1)C(=O)NCC1OCCN1C(=O)c1cccs1 (configuration not stated)	100	-15	-0.5	-9	7	1	-0.4	1	-1	8
Cc1cccc(C)c1NC(=O)Nc1cccs1	109	3	0.4	7	4	-3	0.0	1	1	-8
Cc1ccc(CNC(=O)/C=C/C(=O)O)cc1	100	-2	-3.7	-3	-6	-4	-0.2	0	-1	-7
O=S(=O)(NC1CCCC1)c1cc(F)ccc1F	105	-24	1.6	4	-3	11	0.1	2	0	-5
CCc1nc2c(OCc3ccccc3C(=O)OC)cccn2c1N(C)C(=O)c1cccc(OC)c1	93	12	1.5	x	-2	18	-0.1	-1	5	-3
COCCCN1C(=O)C(=O)/C(=C(/O)c2ccc3c(c2)OCCO3)C1c1ccc(C(=O)OC)cc1 (configuration not stated)	95	-6	-2.4	-2	-1	-1	-0.1	2	6	-9
CC1CCCN(CC(O)CN)C1 (configuration not stated)	96	-15	-0.4	-13	1	0	0.1	4	6	0
CCN(CC)CCN(C(=O)c1ccc(C(=O)c2ccccc2)cc1)c1nc2cc3c(cc2s1)OCO3	105	6	-2.1	1	-2	-2	-0.1	0	0	-5
CC(C)(C)[C@@H]1C=C(C(=O)O)O[C@H](OCc2ccc(CO)cc2)C1	104	-1	-1.8	3	0	-12	-0.1	0	3	10
Cc1cccc(C(=O)Nc2sc3c(c2C(=O)O)CCC3)c1	98	-12	-1.6	-2	-6	5	0.1	0	8	-2
COC(=O)c1cc(Br)c(=O)n(Cc2ccco2)c1	99	0	-0.4	2	0	0	-0.1	3	-5	10
Cc1ccccc1C(=O)OCc1cnc(Cl)s1	101	-14	0.2	-4	-2	3	-0.4	-4	-4	25
Cn1c(SCC(=O)CC(=O)Nc2ccccc2)nnc1-c1ccc(O)cc1	91	-1	-1.3	-3	3	1	0.0	7	28	x
CSc1ccc(Cl)c(C(=O)Nc2cc(S(=O)(=O)N3CCOCC3)ccc2N2CCOCC2)c1	94	-17	-0.2	-2	-8	-6	-0.4	1	9	-3
Cn1c(SCC(=O)Nc2sccc2C(N)=O)nnc1-c1ccncc1	99	-2	-1.4	-2	-3	0	-0.2	1	10	1
Cc1ccccc1NC(=O)OCc1cn(-c2ccc(Cl)cc2)nn1	76	-7	1.4	-3	-1	2	0.5	0	-5	-11
COCCn1c(=NC(=O)c2nc3ccccc3s2)sc2cc(S(C)(=O)=O)ccc21	97	-7	0.1	3	u	-6	-0.1	-6	9	-1
O=C1CSC(c2ccc([N+](=O)[O-])cc2)N1c1ccccc1F (configuration not stated)	100	-8	-0.9	-2	-9	5	-0.1	0	11	-6
CCSc1nc2ccccc2c(=O)n1-c1c(C)n(C)n(-c2ccccc2)c1=O	105	8	0.8	1	-1	-5	0.1	-2	1	3
CC(C)NC(=O)C(=O)NCCCN1CCOCC1	94	1	-0.8	1	-2	-2	0.3	1	0	-9
O=C(CSc1nnc(Nc2ccccc2)s1)Nc1ccc(S(=O)(=O)N2CCOCC2)cc1	103	5	-3.0	-3	4	-9	0.2	-2	-4	-7
S=c1[nH]c(-c2cccs2)cn1-c1ccccc1	102	0	-2.4	2	8	-6	0.1	0	2	14
Cc1nn(C)c(NC(=O)c2ccc(Cl)cc2Cl)c1Br	110	11	1.6	7	4	0	0.0	0	11	-4
O=C(c1ccc(C(=O)N2CCCc3ccccc32)nc1)N1CCCc2ccccc21	98	-4	-1.5	1	-3	0	-0.1	0	11	x
Cc1ccc(-c2cc(C(=O)Nc3cnn(C45CC6CC(CC(C6)C4)C5)c3)no2)cc1	94	-19	5.5	0	0	16	-0.1	-2	-22	-7
S=c1[nH]nc(Nc2ccccc2)s1	104	-9	0.1	x	7	-5	0.3	2	25	-9
CC(C)=CC1C(C(=O)NCCc2ccccc2)C1(C)C (configuration not stated)	93	3	0.0	-1	1	-16	0.1	-1	-4	6
O=C(NCCN1CCN(c2ccccc2)CC1)c1ccc(NC(=O)C2CCCO2)cc1 (configuration not stated)	98	5	-2.1	-5	-1	-2	-0.2	-1	1	13
CCCOc1ccc(/C=N/Nc2ccc(C(=O)O)cc2)c(OCCC)c1	88	-2	-1.8	1	-2	-8	-0.1	6	10	-12
